# Lmaj promast – Leishmania major promastigote growth inhibition. Leishmania major promastigotes, resazurin fluorescence viability. inhibition, % at 10 µM. 200,000 compounds, 9% hits. AID 1063; in the data active = inhibition above about 50%;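 also: promastigotes grown with compound for 44 hours at 28 °C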
# TLR4-MyD88 BLA – blocks binding of human TLR4 to MyD88; O00206+Q99836; HeLa CL3-4 TLR4/MyD88 BLA complementation, FRET ratio; inhibition, % at 8.4 µM; 200,000 compounds, 0.18% hits; AID 861; in the data active = inhibition above about 25%;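 also: 0% = vehicle and 100% = reference inhibitor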
# Target sequence (O00206 whole entry, looked up): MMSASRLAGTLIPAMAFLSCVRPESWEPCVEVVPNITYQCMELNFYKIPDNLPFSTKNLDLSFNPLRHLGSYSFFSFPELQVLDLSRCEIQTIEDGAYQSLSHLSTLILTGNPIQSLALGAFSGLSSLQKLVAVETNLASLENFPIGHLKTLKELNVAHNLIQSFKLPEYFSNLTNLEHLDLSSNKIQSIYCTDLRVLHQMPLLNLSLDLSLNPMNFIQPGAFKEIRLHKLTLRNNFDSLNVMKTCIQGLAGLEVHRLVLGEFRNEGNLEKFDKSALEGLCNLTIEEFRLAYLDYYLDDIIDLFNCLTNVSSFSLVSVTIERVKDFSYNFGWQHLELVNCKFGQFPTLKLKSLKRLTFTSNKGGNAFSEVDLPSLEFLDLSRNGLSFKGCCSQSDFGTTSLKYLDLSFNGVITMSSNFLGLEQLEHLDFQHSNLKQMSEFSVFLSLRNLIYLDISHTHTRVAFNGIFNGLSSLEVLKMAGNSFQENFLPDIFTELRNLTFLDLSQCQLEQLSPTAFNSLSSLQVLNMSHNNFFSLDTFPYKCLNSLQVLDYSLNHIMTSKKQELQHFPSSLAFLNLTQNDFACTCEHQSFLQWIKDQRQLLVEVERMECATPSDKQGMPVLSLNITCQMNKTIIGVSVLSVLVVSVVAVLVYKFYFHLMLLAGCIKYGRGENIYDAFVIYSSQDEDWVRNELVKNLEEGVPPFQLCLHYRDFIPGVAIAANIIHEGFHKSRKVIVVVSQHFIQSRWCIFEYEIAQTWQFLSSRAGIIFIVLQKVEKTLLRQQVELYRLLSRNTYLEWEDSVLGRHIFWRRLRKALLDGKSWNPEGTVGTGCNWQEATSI
# Target sequence (Q99836 whole entry, looked up): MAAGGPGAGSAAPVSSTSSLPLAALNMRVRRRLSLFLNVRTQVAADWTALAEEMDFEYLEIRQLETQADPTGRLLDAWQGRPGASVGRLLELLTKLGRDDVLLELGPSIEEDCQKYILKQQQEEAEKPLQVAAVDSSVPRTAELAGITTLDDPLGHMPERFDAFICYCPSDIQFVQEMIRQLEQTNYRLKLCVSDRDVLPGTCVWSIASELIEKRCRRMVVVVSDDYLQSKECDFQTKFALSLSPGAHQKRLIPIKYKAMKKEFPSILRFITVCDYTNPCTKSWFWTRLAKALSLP
# bIAP act – intestinal alkaline phosphatase (bovine) activation. 200,000 compounds, 0.17% hits. AID 1016. purified bovine IAP, CDP-star luminescence, 30 min; active compounds read high; fold of DMSO-control signal, blank-subtracted. activation factor at 20 µM;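 active = activation factor of 2 or more at 20 µM, a signal rise over negative controls twice the positive control's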
# bIAP inhibitor – blocks bovine intestinal alkaline phosphatase activity; inhibition, % at 20 µM; purified bovine IAP, CDP-star luminescence, 30 min; AID 1019; 190,000 tested, under 10 active;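 active = over 50% inhibition of intestinal alkaline phosphatase at 20 µM in the single-dose screen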
#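 System: Purified bovine intestinal alkaline phosphatase (IAP) enzyme | Input: IAP diluted 1/65,000,000 in the well | Also added: CDP-star chemiluminescent phosphatase substrate, 30 µM final | Dosing: 20 µM single dose | Times: Enzyme reaction for 30 min at room temperature | Detection: Luminescence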
# ROMK mod – modulators of human ROMK potassium channel; P48048; B-score at 10 µM; 130,000 compounds, 2% hits; Tet-inducible ROMK, thallium flux fluorescence; actives lie on both sides;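 active = signal ratio slope over the read window, or its plate-corrected B-score, at least 3 SD from the plate mean, either direction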;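 also: B-score of the F/F0 ratio slope over 7 to 12 s after thallium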
# Redox H2O2 prof – compounds producing H2O2 with reducing agent – biochemical, NIH compound library profiling, artefact control for MLSCN library redox annotation, primary screen. activation, % at 10 µM. AID 878. DTT-dependent redox cycling H2O2, phenol red/HRP absorbance; 100% = 100 µM peroxide control, 0% = buffer. 200,000 compounds, 0.03% hits;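 active = activation of at least 50% relative to the plate's high and low controls in the primary single-dose screen; inactive = activation below 50%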;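 also: compound incubated with DTT at 0.8 mM final as the reducing agent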
# PPARg SRC-3 ag – agonists of human PPARgamma SRC-3 coactivator recruitment | 200,000 compounds, 0.26% hits | biochemical PPARgamma/SRC-3 coactivator recruitment assay | activation, % at 8 µM | P37231; in the data active = activation above about 23%;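 also: 0% = DMSO and 100% = reference agonist; some compounds past the cut are filed as inactive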
# PPARg SRC1 recr – PPARgamma-driven SRC-1 recruitment agonism | P37231 | PPARgamma-SRC-1 coactivator recruitment biochemical assay | activation, % at 8 µM | 200,000 compounds, 0.41% hits; in the data active = activation above about 19%;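 also: 0% = DMSO and 100% = reference agonist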
# S1P3 antagonist – antagonists of human S1P3 receptor | Q99500 | CHO S1P3 NFAT-BLA reporter, FRET fluorescence, antagonist mode | inhibition, % at 4.98 µM | 170,000 compounds, 0.27% hits | AID 485;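 active = inhibition above the plate cutoff, the mean inhibition of test wells on that plate plus 3 SD, cut at about 28% in these data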;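 also: cells challenged with S1P at its EC80 of 0.8 µM; blue over green emission ratio from cleaved BLA substrate after 4 h stimulation; 0% = S1P-stimulated wells and 100% = unstimulated DMSO-only wells; some compounds past the cut are filed as inactive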
# PPARg SRC-2 ag – promotes SRC-2 coactivator recruitment by human PPARgamma. PPARgamma LBD-SRC-2 recruitment, biochemical. 200,000 compounds, 0.34% hits. activation, % at 8 µM. P37231; in the data active = activation above about 22%;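 also: 0% = vehicle and 100% = reference agonist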
# TR-FRET SRC-2 ct – TR-FRET artefact, counter-screen to PPARgamma/SRC-2 agonist assay | active compounds read high | TR-FRET ratio at 8 µM | 200,000 compounds, 0.4% hits | AID 1049; in the data active = TR-FRET ratio above about 2000; also: inactives centre near 1500; reference of the scale not given here
# Active calls of the source: *; nt = not tested or not shown. This is a random part of the collection; 11% or so of the library scored in one or more.
SMILES,Lmaj promast,TLR4-MyD88 BLA,bIAP act,bIAP inhibitor,ROMK mod,Redox H2O2 prof,PPARg SRC-3 ag,PPARg SRC1 recr,S1P3 antagonist,PPARg SRC-2 ag,TR-FRET SRC-2 ct
COC(=O)/C(=C\C=C\c1ccccc1)NC(=O)c1ccccc1,21.7,-12.4,1,2.9,nt,-0.8,-2.2,3.7,-10.5,3.3,1469
Cc1cc(Oc2ccc(-c3nnc(-c4ccccc4)o3)cc2[N+](=O)[O-])ccc1Cl,12.9,2.0,0.9,7.3,-0.185,-0.7,1.1,2.5,11.0,3.5,1549
COc1ccc(CNC(=O)Cn2cc3c(n2)CCCCC3)cc1,-1.7,7.9,1,4.8,nt,-3.2,4.5,13.4,-18.4,7.7,1806
Cn1c(SCC(=O)NCc2ccc(F)cc2)nc2c([nH]c3ccccc32)c1=O,-2.6,0.9,1,0.6,1.5,-0.1,4.4,3.7,-3.7,0.2,1595
CC(=O)Nc1ccc(NCN2C(=O)C3C4CCC(C4)C3C2=O)cc1 (stereo not drawn),-1.2,6.0,1,3.0,nt,-7.2,3.2,3.4,nt,2.9,1362
O=C(NCc1ccc(F)cc1)c1cnn2ccccc12,-2.0,3.3,0.9,9.0,nt,-1.0,-15.5,3.7,nt,4.9,1586
Cc1cc(=O)n(CCc2ccccc2)c(O)c1C#N,-9.3,7.8,0.8,18.2,0.725,1.1,5.1,-0.6,nt,-8.1,1501
Cc1ccc2cc(CCNC(=O)c3ccc4c(c3)OCO4)c(=O)[nH]c2c1,-1.3,0.7,0.8,23.4,nt,-3.8,0.8,8.2,nt,-9.0,1490
CCOC(=O)c1ccc(-n2ccnc2)c(NC(=O)c2ccc(Cl)cc2)c1,80.7*,5.7,1,-1.7,nt,nt,-3.3,0.4,-7.5,0.8,1512
Cc1cc2n(c(=O)c1C#N)CCCN2c1cccc(Cl)c1,-3.3,-20.4,1,-4.7,0.307,0.8,1.4,6.6,nt,-0.6,1525
Cc1ccnc(NC(=O)c2ccc(N3C(=O)CCC3=O)cc2)c1,3.3,-17.4,0.9,7.8,nt,1.3,-13.8,-5.9,nt,-1.7,1450
CCNC(=S)NN=C1CCC(C(C)(C)C)CC1 (stereo not drawn),8.1,-15.7,1,2.5,0.288,0.3,3.2,1.1,nt,-1.9,1457
Cc1cc2nc(-c3ccc(SCC(=O)NC(C)C)nc3)[nH]c2cc1C,48.6,-6.5,1.1,-9.2,-0.599,-1.3,6.1,1.7,3.5,1.7,1588
CN1C=CC=C/C1=C1\SC(=S)N(C2CCCCC2)C1=O,10.0,1.9,0.5,48.6,0.807,1.9,-7.9,-1.7,nt,-1.9,1629
O=C(NC1CC1)C1CCN(C2CCN(C(=O)/C=C/c3cccc(F)c3F)CC2)CC1,81.7*,4.1,0.9,13.9,0.178,-0.1,0.9,-9.2,-6.2,1.8,1374
COCCNC(=O)C(c1ccc(Cl)cc1)N(C(=O)Cn1nnc2ccccc21)c1cccnc1 (stereo not drawn),-3.4,5.4,1,-4.8,1.2,-0.3,2.0,4.5,-11.3,0.7,1438
Cc1cc(C)nc(NS(=O)(=O)c2ccc(NC(=O)Cn3c(=O)oc4ccccc43)cc2)n1,-7.7,-7.0,1,2.4,nt,-1.1,5.8,1.8,nt,9.1,1775
S=C(NNc1cccc(Cl)c1)NC1CCCCC1,31.0,0.4,0.8,16.4,-1.7,0.0,0.3,-0.6,-23.5,-2.0,1758
Cc1ccc(NC(=O)C2OCCc3ccccc32)cc1 (stereo not drawn),8.1,-12.8,1.1,-6.1,-1.18,-1.8,-1.2,2.3,-12.8,-6.7,1599
CC1=CC(=C2N=C(c3ccccc3)OC2=O)C=C(C)O1,1.8,6.7,1,-0.9,nt,0.8,-5.5,9.8,37.2,-2.1,1463
O=C(O)CCCC(=O)Nc1ccccc1-n1ccnc1,-5.8,3.1,0.9,10.6,0.563,2.0,4.8,-2.6,-22.6,4.5,1418
COc1ccc(CNC(=O)CSc2nnnn2-c2ccc(O)cc2)cc1,0.5,11.9,0.9,9.7,nt,3.8,-1.1,-3.7,nt,0.8,1430
Cc1ccc(CNC(=O)c2ccccc2CCc2ccccc2)cc1,-1.8,2.6,0.8,21.3,nt,-3.0,2.5,6.4,nt,1.5,1533
O=P(CCN1CCCCC1)(c1ccccc1)c1ccccc1,-2.9,6.9,0.9,5.4,1.44,0.2,2.0,-7.3,nt,1.6,1239
COc1ccc(OC)c(NC(=O)Cn2c(-c3ccc(Cl)cc3)noc2=O)c1,-5.5,-5.9,1,4.3,nt,1.7,-2.1,-7.8,-24.6,0.3,1400

# Overlap with the part before: 4 compounds, followed by the next part.
SMILES,Lmaj promast,TLR4-MyD88 BLA,bIAP act,bIAP inhibitor,ROMK mod,Redox H2O2 prof,PPARg SRC-3 ag,PPARg SRC1 recr,S1P3 antagonist,PPARg SRC-2 ag,TR-FRET SRC-2 ct
COc1ccc(CNC(=O)CSc2nnnn2-c2ccc(O)cc2)cc1,0.5,11.9,0.9,9.7,nt,3.8,-1.1,-3.7,nt,0.8,1430
Cc1ccc(CNC(=O)c2ccccc2CCc2ccccc2)cc1,-1.8,2.6,0.8,21.3,nt,-3.0,2.5,6.4,nt,1.5,1533
O=P(CCN1CCCCC1)(c1ccccc1)c1ccccc1,-2.9,6.9,0.9,5.4,1.44,0.2,2.0,-7.3,nt,1.6,1239
COc1ccc(OC)c(NC(=O)Cn2c(-c3ccc(Cl)cc3)noc2=O)c1,-5.5,-5.9,1,4.3,nt,1.7,-2.1,-7.8,-24.6,0.3,1400
O=C(Nc1nc(-c2nc3ccccc3s2)cs1)C1COc2ccccc2O1 (stereo not drawn),-3.4,15.9,0.9,8.3,nt,0.5,9.8,9.0,-25.5,17.4,1973*
Cc1ccnc(Sc2ccc([N+](=O)[O-])cn2)n1,-3.7,3.2,1.1,-5.1,nt,0.2,4.8,-6.1,-8.0,0.2,1718
CCn1c(Cc2ccccc2)nnc1SCC(=O)N1CCCCC1,-6.0,12.3,0.8,18.3,nt,0.4,12.8,-5.5,nt,2.2,1654
C#CCSc1nnc(-c2ccc(OC)cc2)o1,-6.8,-2.4,0.9,13.5,-0.489,0.0,6.3,-3.0,nt,1.4,1545
Cc1ccc2c(c1)NC(=O)c1cccc([N+](=O)[O-])c1CO2,0.1,16.8,0.9,5.0,1.1,-1.2,4.2,3.2,5.7,0.2,1468
Cc1nnc(SCC(=O)NN2C(=O)NC3(CCCCC3)C2=O)s1,-6.8,-17.3,0.8,17.4,1.01,0.1,-4.4,-4.0,7.7,0.3,1536
Cc1nc(C(=O)Nc2ccc(F)cc2)nn1-c1ccc([N+](=O)[O-])cc1,7.0,10.2,0.8,20.5,nt,0.5,6.2,0.5,nt,0.2,1487
Oc1ccccc1OCc1nc2ccccc2s1,6.4,-5.3,0.9,8.9,nt,0.5,3.8,8.4,-13.6,12.7,1739
N#Cc1ccc(Oc2ccc(/C=N/O)cn2)cc1,-1.0,3.9,0.9,10.3,nt,2.0,-11.6,4.7,nt,-1.1,1346
C=CCN1C(=O)/C(=C/c2ccc(OC)cc2)S/C1=N/c1nccs1,-5.0,-2.7,0.8,23.1,nt,3.5,4.4,1.5,-4.4,3.7,1465
CCOC(=O)/C(=N/Nc1ccccc1)Sc1nnc(CCc2ccccc2)n1-c1ccccc1,6.1,10.4,1,1.2,-1.43,-0.2,0.9,1.1,-4.9,0.5,1296
COc1ccc(C)cc1S(=O)(=O)N(CC(=O)Nc1cccc([N+](=O)[O-])c1)c1cc(C)cc(C)c1,-7.0,11.0,0.9,9.2,nt,-0.3,3.4,2.1,nt,-6.4,1585
COc1ccc(OC)c(S(=O)(=O)n2cnc3cc(C)c(C)cc32)c1,7.4,2.3,0.9,13.5,nt,2.5,7.6,3.2,-0.4,-1.9,1423
CCOC(=O)c1cccc(NC(=S)N2CCN(c3ncc4c(=O)c(C(=O)O)cn(CC)c4n3)CC2)c1,-4.6,-15.5,1,3.9,-0.553,2.4,-6.5,-8.9,-18.5,-1.2,1516
CCCSc1nnc(CN2CCOCC2)n1C,-0.8,-7.0,0.9,9.4,nt,3.1,5.6,6.5,-10.7,-2.0,1655
COC(=O)c1ccc(NC(=O)C(=O)N2CCN(C(=S)Nc3cccc(OC)c3)CC2)cc1,71.6*,-1.0,1,-0.1,0.727,0.2,3.0,7.8,-3.9,4.9,1697
COc1ccc(NC(=O)C(c2ccc(C)cc2)N(C)C(=O)Cc2cccs2)cc1 (stereo not drawn),6.3,3.5,0.9,12.3,-0.203,-0.3,7.4,4.5,-1.1,14.8,1575
C=CCn1c(SCCC)nc(O)cc1=O,-6.3,-5.9,0.9,6.4,0.0966,0.2,13.2,12.7,nt,7.9,1557
CCc1ccc(NC(=O)CSc2nnc(Cc3cccn3C)n2-c2ccc(F)cc2)cc1,15.7,3.3,1.2,-17.7,nt,0.8,6.8,3.5,19.0,1.9,1437
CCCCCCCCS(=O)c1sc2nc(C)cc(C)c2c1N (stereo not drawn),-4.8,2.2,1,0.0,-1.42,0.1,-4.7,0.6,nt,0.8,1473
CCOC(=O)N1CCN(C(=O)Cn2c(C)cc3ccccc3c2=O)CC1,1.2,15.6,1,1.9,nt,1.4,-0.4,2.6,10.5,-2.9,1245

# Profiles, quoted from the list:
# Listed for `Cc1nc(C(=O)Nc2ccc(F)cc2)nn1-c1ccc([N+](=O)[O-])cc1` = Lmaj promast = 7.0; TLR4-MyD88 BLA = 10.2; bIAP act = 0.8; bIAP inhibitor = 20.5; ROMK mod = nt; Redox H2O2 prof = 0.5; PPARg SRC-3 ag = 6.2; PPARg SRC1 recr = 0.5; S1P3 antagonist = nt; PPARg SRC-2 ag = 0.2; TR-FRET SRC-2 ct = 1487
# Listed for `C=CCN1C(=O)/C(=C/c2ccc(OC)cc2)S/C1=N/c1nccs1` = Lmaj promast = -5.0; TLR4-MyD88 BLA = -2.7; bIAP act = 0.8; bIAP inhibitor = 23.1; ROMK mod = nt; Redox H2O2 prof = 3.5; PPARg SRC-3 ag = 4.4; PPARg SRC1 recr = 1.5; S1P3 antagonist = -4.4; PPARg SRC-2 ag = 3.7; TR-FRET SRC-2 ct = 1465
# Listed for `COc1ccc(NC(=O)C(c2ccc(C)cc2)N(C)C(=O)Cc2cccs2)cc1` (stereo not drawn) = Lmaj promast = 6.3; TLR4-MyD88 BLA = 3.5; bIAP act = 0.9; bIAP inhibitor = 12.3; ROMK mod = -0.203; Redox H2O2 prof = -0.3; PPARg SRC-3 ag = 7.4; PPARg SRC1 recr = 4.5; S1P3 antagonist = -1.1; PPARg SRC-2 ag = 14.8; TR-FRET SRC-2 ct = 1575
